# MEKK3 PB1 HTS: raises or lowers MEK5 binding to the human MEKK3 PB1 domain. 290,000 tested, 1.4% active. AID 1529. Q99759. bead-based flow cytometry, Alexa488-MEK5 binding to MEKK3; actives lie on both sides; 0 = blocked by unlabeled MEK5, 100 = vehicle. binding response (% of control), % at 10 µM;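 active = binding response more than 3 SD above or below the average of its plate-row segment, actives on both sides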;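 also: Alexa488 bead fluorescence after subtracting the streptavidin-only scavenger bead signal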
# Target sequence (Q99759 whole entry, looked up, the tested form may be a part): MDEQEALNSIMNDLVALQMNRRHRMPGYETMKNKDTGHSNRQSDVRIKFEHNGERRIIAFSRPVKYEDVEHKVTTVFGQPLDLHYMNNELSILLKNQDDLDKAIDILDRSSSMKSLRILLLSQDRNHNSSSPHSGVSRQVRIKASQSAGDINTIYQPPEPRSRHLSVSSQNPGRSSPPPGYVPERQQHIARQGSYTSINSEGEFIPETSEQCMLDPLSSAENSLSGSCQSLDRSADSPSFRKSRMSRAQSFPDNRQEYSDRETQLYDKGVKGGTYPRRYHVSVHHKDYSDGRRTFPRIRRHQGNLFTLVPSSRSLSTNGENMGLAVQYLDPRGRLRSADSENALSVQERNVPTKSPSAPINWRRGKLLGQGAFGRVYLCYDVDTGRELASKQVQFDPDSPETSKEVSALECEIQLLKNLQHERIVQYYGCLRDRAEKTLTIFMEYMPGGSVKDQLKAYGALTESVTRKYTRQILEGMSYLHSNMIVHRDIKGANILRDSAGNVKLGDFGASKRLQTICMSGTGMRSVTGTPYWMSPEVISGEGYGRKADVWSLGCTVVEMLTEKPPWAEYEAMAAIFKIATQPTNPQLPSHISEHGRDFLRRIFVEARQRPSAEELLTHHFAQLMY
# OXTR agonist: activates the human oxytocin receptor. P30559. CHO-OTR cells, Fluo-8 calcium fluorescence; normalized: DMSO 0%, oxytocin 100%. activation, % at 3 µM. 320,000 tested, 0.32% active. AID 2435;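 active = activation above the mean of all tested compounds plus 3 SD, cutoff set per screening run, cut at about 20% in these data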;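 also: peak over basal fluorescence ratio from a 100 s FLIPR kinetic read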
# Target sequence (P30559 whole entry, looked up): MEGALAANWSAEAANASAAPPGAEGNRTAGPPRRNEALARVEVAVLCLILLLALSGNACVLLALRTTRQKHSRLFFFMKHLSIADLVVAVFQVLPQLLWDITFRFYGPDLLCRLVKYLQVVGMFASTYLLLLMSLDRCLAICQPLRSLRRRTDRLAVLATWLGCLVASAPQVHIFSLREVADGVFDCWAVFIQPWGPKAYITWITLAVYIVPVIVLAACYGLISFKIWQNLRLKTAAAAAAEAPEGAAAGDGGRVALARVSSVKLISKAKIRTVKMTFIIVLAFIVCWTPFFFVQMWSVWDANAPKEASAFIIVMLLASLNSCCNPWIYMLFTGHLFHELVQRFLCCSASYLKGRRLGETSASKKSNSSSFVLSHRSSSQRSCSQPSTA
# MEKK2wt PB1 HTS: raises or lowers MEK5 binding to wildtype human MEKK2 PB1 domain | AID 1531 | 290,000 tested, 1.1% active | binding response (% of control), % at 10 µM | bead flow cytometry, Alexa488-MEK5 binding to MEKK2 WT; actives lie on both sides; in the data active = binding response below about 67% or above about 130%
# GPR7 antagonist: human neuropeptides B/W receptor 1 antagonism | P48145 | GPR7-expressing cells, fluorescence antagonist assay | inhibition, % at 4.4 µM | 290,000 tested, 1.1% active; in the data active = inhibition above about 16%, passing the limit was not always enough;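 also: cells stimulated with the agonist NPW; 0% = agonist with vehicle and 100% = vehicle without agonist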
# MEKK2 mut-MEK5: signal of MEK5 binding to mutant human MEKK2 PB1 domain; 290,000 tested, 0.35% active; percent response, % at 10 µM; bead flow cytometry, Alexa488-MEK5 binding to MEKK2 mutant; in the data active = percent response above about 24%, passing the limit was not always enough; also: inactives centre near 1; some results filed as inactive read as strong as hits; reference of the scale not given here
# NALP1 inh: NALP1 inhibition. inhibition, % at 10 µM. 280,000 tested, 0.61% active. S. cerevisiae NALP1/ASC/caspase-1 growth, X-gal OD620, 72 h. AID 2071; in the data active = inhibition mostly above about 24%, no sharp cut-off; inactive = mostly below about 32%; also: some compounds called inactive have numbers as strong as hits
# DNA FID counter: counter-screen for HCV NS3 helicase inhibitors: DNA intercalator displacement. DNA fluorescent intercalator displacement, fluorescence. inhibition, % at 7.9 µM. 290,000 tested, 0.17% active; in the data active = inhibition above about 37%;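 also: 0% = vehicle and 100% = reference compound; higher means more ethidium bromide displaced from hairpin DNA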
# PfM18AAP inh: PfM18AAP enzyme inhibition; recombinant PfM18AAP, H-Glu-NHMec fluorogenic cleavage; 290,000 tested, 1.2% active; AID 1822; inhibition, % at 7.35 µM;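 active = inhibition above the campaign mean inhibition over all tested compounds plus 3 SD, cut at about 28% in these data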;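 also: 0% = plate median of test compound wells and 100% = 2 mM ZnCl2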
# PHOSPHO1 inh: blocks human PHOSPHO1 phosphatase activity | recombinant PHOSPHO1, absorbance phosphatase assay | inhibition, % at 13.3 µM | 290,000 tested, 1.1% active; in the data active = inhibition above about 60%
# Numbers without * were called inactive; / = no result given. Compounds were not picked by outcome; about 6.2% have a hit in one of these screens.
mol	MEKK3 PB1 HTS	OXTR agonist	MEKK2wt PB1 HTS	GPR7 antagonist	MEKK2 mut-MEK5	NALP1 inh	DNA FID counter	PfM18AAP inh	PHOSPHO1 inh
CCOC(=O)C1(Cc2ccc(OC)cc2)CCN(C(=O)CC2CCC(=O)N2)CC1 (stereo unspecified)	103	0.6	100	-19	7	13	-19	14	9
Cc1ccc(-c2csc3ncnc(-n4nnc5ccccc54)c23)cc1	106	-1.8	115	-8	20	33	-10	-6	-5
Cc1nc2ncnn2c(C)c1C/C=C/c1ccccc1	97	1.3	101	-5	0	6	-7	-5	32
COc1ccc(C(=O)/C=C2\Sc3ccccc3N2C)cc1	99	-1.3	101	4	1	7	-11	19	15
Cc1ccc(S(=O)(=O)NCc2ccc(C(=O)NCCN(Cc3ccccc3)C(C)C)cc2)cc1	98	4.7	110	18	0	9	39*	4	3
COC(=O)C1=C(C(=O)OC)[C@@H]2N(Cc3ccccc3)c3ccccc3[C@@]23C[C@@H](C(=O)OC)N(C(=O)NC(C)(C)C)C3=N1	101	0.3	101	/	0	/	/	/	/
CCOC(=O)c1nnn(-c2nonc2N)c1-c1ccc(F)cc1	102	-1.0	101	3	-1	4	5	-3	12
Cc1cc(Nc2cc(Cl)cc(Cl)c2)nc(N)n1	76	0.3	82	-7	-32	23	25	-8	43
COc1cc(NS(=O)(=O)c2ccc(N/C=C\C(=O)c3ccc(F)cc3)cc2)nc(OC)n1	101	0.6	96	-4	-1	6	-16	4	6
CCCC(C(=O)NCc1ccco1)N(C(=O)CNS(=O)(=O)c1ccccc1)C1CCCC1 (stereo unspecified)	84	0.7	89	-13	-9	-4	-36	-5	2
COc1cccc(C2/C(=C(\O)c3ccc(OC)c(OC)c3)C(=O)C(=O)N2c2cc(C)on2)c1 (stereo unspecified)	100	0.3	98	-8	1	0	-36	15	-2
CCOC(=O)C1CCN(c2c(NCCN(CC)c3ccccc3)c(=O)c2=O)CC1	103	2.1	102	-5	-1	13	-21	-1	11
COc1ccc(CCNC(=O)c2cc3c(=O)n4ccccc4nc3n(CC3CCCO3)c2=N)cc1OC (stereo unspecified)	95	-0.3	96	12	-2	8	10	0	-2
Cn1c(SCC(=O)N2CCCC2)nc2ccccc2c1=O	87	0.1	85	-8	-4	0	-8	9	-4
COc1ccc(CCC(=O)Nc2ncc(C)s2)cc1OC	103	-0.3	107	-7	9	4	-9	-4	33
COc1cccc(Nc2ncnc3sccc23)c1	96	1.1	96	-4	-10	17	-7	-1	24
COC(=O)/C=C1\S/C(=N/N=C/c2ccccc2)NC1=O	139*	-1.3	107	-13	1	36	-2	-7	2
C#CCOCCOCCOCCNc1nc(N2CCN(C(=O)[C@H](C(C)C)n3cc(CCO)nn3)CC2)nc(N2CCN(C(=O)[C@H](C(C)C)n3cc(CCO)nn3)CC2)n1	96	0.2	97	3	2	10	-50	5	16
Cc1cc(-c2ccccc2)[nH]c(=O)c1C#N	109	-0.3	112	4	1	7	-1	-1	32
CCN(CC)CCn1c(=N)n(CC(=O)c2ccc(C)cc2)c2ccccc21	107	6.3	124	-6	4	23	26	-1	41
CCCCN(C)C(=O)CNC(=O)c1nn(-c2ccc(OC)cc2OC)c(=O)c2ccccc12	107	-0.7	105	-3	4	4	-31	-1	23
CCN1/C(=C2\SC(=S)N(Cc3ccccc3)C2=O)Sc2ccccc21	103	0.4	103	-7	8	12	-1	4	-1
COC(=O)C1=C(N)Oc2cc(C)[nH]c(=O)c2C1c1ccc(Cl)cc1 (stereo unspecified)	99	-0.5	98	-18	1	10	-2	0	4
CC(=O)Nc1ccc(Nc2ncnc3c2cnn3-c2cccc(C)c2)cc1	107	7.3	102	10	5	29	-9	-1	11
N#Cc1c(NC(=O)c2cnccn2)sc2c1CCCC2	88	-1.9	86	-3	-3	15	2	8	5

# 4 compounds out of the list above, sorted by the value under NALP1 inh, largest number first:
mol,MEKK3 PB1 HTS,MEKK2wt PB1 HTS,GPR7 antagonist,MEKK2 mut-MEK5,NALP1 inh,PfM18AAP inh,PHOSPHO1 inh
N#Cc1c(NC(=O)c2cnccn2)sc2c1CCCC2,88,86,-3,-3,15,8,5
C#CCOCCOCCOCCNc1nc(N2CCN(C(=O)[C@H](C(C)C)n3cc(CCO)nn3)CC2)nc(N2CCN(C(=O)[C@H](C(C)C)n3cc(CCO)nn3)CC2)n1,96,97,3,2,10,5,16
Cc1nc2ncnn2c(C)c1C/C=C/c1ccccc1,97,101,-5,0,6,-5,32
COc1ccc(CCC(=O)Nc2ncc(C)s2)cc1OC,103,107,-7,9,4,-4,33

# Later entries
mol	MEKK3 PB1 HTS	OXTR agonist	MEKK2wt PB1 HTS	GPR7 antagonist	MEKK2 mut-MEK5	NALP1 inh	DNA FID counter	PfM18AAP inh	PHOSPHO1 inh
CC(C)OCCCNC(=O)c1ccc(NS(C)(=O)=O)cc1	102	0.2	104	-17	0	7	1	0	-7
Cc1ccn2cc(C(=O)Nc3ccc4c(c3)OCCO4)nc2c1	106	-1.6	110	-12	6	18	-14	-1	-8
CN(/N=C/c1cc(Br)cc(Br)c1O)c1cccc(C(F)(F)F)n1	99	-0.3	96	-12	4	-16	-1	-1	13
O=C(NCc1ccc2c(c1)OCO2)C12CN(Cc3ccccc3)CC1C(c1cccc([N+](=O)[O-])c1)=NO2 (stereo unspecified)	98	-0.3	96	-3	1	32	-6	16	33
O=C1CN(C(=O)CN2CCCC2)C(c2ccccc2)c2cc(Br)ccc2N1 (stereo unspecified)	98	0.5	98	3	0	2	-2	-3	-3
Brc1ccc(Nc2nc3ccccc3n3nnnc23)cc1	/	0.2	/	-6	/	-4	0	-1	30
Cc1ccc(C2=NOC(=O)/C2=C\c2ccc(C)o2)cc1	93	1.3	93	3	-6	9	-21	0	29
O=C(Nc1ccc2c(c1)OCO2)c1cccc(Cl)c1	107	-2.3	106	-6	2	-12	-2	3	-14
Cc1cc(C(=O)NCCN2CCOCC2)ccc1[N+](=O)[O-]	96	0.0	96	-6	-4	8	8	-2	20
O=C(OCc1cnc(Cl)s1)c1cccc(Cl)c1	104	-0.9	109	10	3	21	-4	-1	24
COc1ccc(CCNC(=O)CSc2nc(N)c(C#N)c(-c3cccs3)c2C#N)cc1OC	80	0.7	88	-1	-8	-17	-13	2	-3
COc1cccc(C(=O)O/N=C(\N)c2ccccn2)c1	104	-1.5	101	-13	2	14	-7	-5	34
CN1CCN(C(=O)/C=C/c2c(F)cccc2Cl)CC1	99	0.3	102	-15	1	10	-2	-1	46
Cc1sc2nc(-c3ccccc3)oc(=O)c2c1C	97	-0.5	104	-8	1	23	-2	2	5
Cc1ccc(-c2nc3cnccn3c2Nc2ccc3c(c2)OCO3)cc1	105	-1.9	111	-3	10	27	-17	13	15
Cc1cccc(NC(=S)N2CCCCC2c2cccnc2)c1C (stereo unspecified)	96	0.3	95	-7	-5	12	-1	-10	15
Cc1ccc(C)c(S(=O)(=O)NCc2ccc(C(=O)N3CCOCC3)cc2)c1	102	0.1	108	-6	8	1	-26	-1	37
CSc1nnc2c(n1)c(C)nn2-c1cccc(C)c1	95	-1.9	88	-3	-8	-28	3	2	5
NN1C(=O)/C(=C2/Sc3ccccc3N2CCCS(=O)(=O)O)SC1=S	92	-0.3	100	14	4	28	-14	5	/
COc1ccc(S(=O)(=O)NCc2cccnc2)cc1C	99	2.4	97	7	0	18	-7	-17	25
Cc1ccc(-n2c(=O)cc(N3CCc4ccccc4C3)[nH]c2=O)cc1	89	0.1	101	-8	3	22	-14	0	-7
O=C1CCCC(=O)C1=Cc1c[nH]c2ccccc12	103	-0.1	104	-10	7	-6	-3	-14	16
O=C(N/N=C/c1ccc([N+](=O)[O-])o1)C(O)c1ccccc1 (stereo unspecified)	91	-0.7	94	-6	-17	/	-12	21	37
COC(=O)c1c(NC(=O)C2CCCCC2)sc2c1CCN(C(C)C)C2	100	-0.4	102	3	0	21	7	-11	20
CC(=O)Nc1ccc(NC(=O)Cn2c(CC(=O)N3CCCC3)nc3ccccc32)cc1	94	0.1	101	2	-2	1	-2	2	13

# MEKK3 PB1 HTS, entries above that show a hit
compound	MEKK3 PB1 HTS	MEKK2wt PB1 HTS	GPR7 antagonist	MEKK2 mut-MEK5	NALP1 inh	PfM18AAP inh	PHOSPHO1 inh
COC(=O)/C=C1\S/C(=N/N=C/c2ccccc2)NC1=O	139*	107	-13	1	36	-7	2

# (next part)
mol	MEKK3 PB1 HTS	OXTR agonist	MEKK2wt PB1 HTS	GPR7 antagonist	MEKK2 mut-MEK5	NALP1 inh	DNA FID counter	PfM18AAP inh	PHOSPHO1 inh
CCCN(C(=O)COC(=O)C12CCC(=O)N1c1ccccc1S2)c1c(N)n(Cc2ccccc2)c(=O)[nH]c1=O (stereo unspecified)	101	-1.2	102	1	1	16	-48	-16	-32
O=C(O)c1cc2ccc3ccccc3c2[nH]1	95	0.9	93	-4	0	2	-1	0	3
CCN(CC)c1ccc(/C=N/NC(=S)NCc2ccc(OC)cc2)cc1	119	-0.7	101	-20	-1	31	-7	0	-9
CC(=O)C1=C(O)C(=O)N(CCC(=O)O)C1c1ccccc1Cl (stereo unspecified)	85	2.1	87	5	-10	2	5	2	13
COc1ccc(N2CCN(C(=O)[C@H](C)NC(=O)c3ccccc3Cl)CC2)cc1	99	2.9	95	-10	2	20	-30	4	10
CCOc1cccc(/C=N/NC(=O)c2cccnc2)c1O	102	0.9	109	-12	13	5	-15	15	24
CN(C)c1cccc(C(=O)Nc2cc(C(F)(F)F)ccc2-n2cnc3ccccc32)c1	102	-2.9	114	6	10	14	-23	-10	2
Cc1ccc(CN2CCN(Cc3cc4ccccc4o3)CC2CCO)cc1 (stereo unspecified)	106	1.1	109	-10	3	19	2	-6	24
O=C(Nc1cccc(-c2cn3ccccc3n2)c1)c1cccs1	104	-0.9	107	5	-1	26	-2	2	14
NS(=O)(=O)c1cccc(NC(=O)CN2CCCc3ccccc32)c1	101	0.3	99	-3	-2	10	2	10	36
Cc1ccc(Nc2n[nH]c(C)c2[N+](=O)[O-])cc1C	96	-0.6	112	-1	19	30	12	-1	-12
O=C(NCc1cccnc1)c1cnn2ccccc12	97	-0.5	99	2	3	-10	2	0	11
Cc1ccc(C(=O)CCNc2cccc(Br)c2)o1	104	-2.3	103	-6	3	11	-3	7	-18
Cc1ccccc1C(=O)NC(=S)NCC(=O)c1ccccc1	103	-1.3	105	-11	3	6	-2	-5	-11
Cc1oc(-c2ccccc2)nc1CS(=O)CC(=O)N1CCc2ccccc2C1 (stereo unspecified)	100	-2.0	96	10	1	-18	-24	1	29
O=C(CCC1CCCN(C(=O)c2ccc3c(c2)OCO3)C1)N1CCN(c2ccccn2)CC1 (stereo unspecified)	100	-1.3	99	-8	-7	8	-28	-5	29
Cc1cc(C)c(C)c(S(=O)(=O)N2CCN(C(=O)c3cc(=O)[nH]c4ccccc34)CC2)c1C	96	0.7	99	11	1	-6	-34	0	5
Cc1nn(-c2nc3ccccc3s2)c(N)c1Sc1ccc(F)cc1	99	0.8	97	-15	2	-2	-2	4	21
Cc1cccc(NC(=O)/C(C#N)=C/c2ccc[nH]2)c1C	99	/	97	-18	-4	7	-6	3	-8
O=C(Nc1ncccn1)c1cc(-c2ccc(F)cc2)nc2ccccc12	104	0.8	98	-5	-3	10	-3	1	6
CCn1c(C(=O)N2CCC(C(=O)NCc3cccs3)CC2)cc2sccc21	96	2.8	103	-5	1	-2	-31	3	2
CS(=O)(=O)Nc1ccc(C(=O)NCC2CCCO2)cc1 (stereo unspecified)	100	-0.1	99	-14	-7	18	2	0	0
COc1ccc(N(CC(=O)N2CCCC(C)C2)S(=O)(=O)c2c(C)nn(C)c2C)cc1 (stereo unspecified)	105	0.5	109	3	12	-3	-33	-8	13
O=C(O)CC1(CC(=O)Nc2ccc(F)cc2F)CCCCC1	95	1.1	94	-7	-2	1	-2	-3	38
CCCN1C(=O)/C(=C2\SC(=S)N(c3c(C)n(C)n(-c4ccccc4)c3=O)C2=O)c2ccccc21	93	-0.4	87	9	-8	/	-4	-7	3

# Screens from PubChem.
